Screening data as filed in PubChem BioAssay.
EBI2 block – blocks human EBI2 receptor beta-arrestin signaling | P32249 | EBI2 beta-arrestin recruitment, luminescence, 7a,25-OHC stimulated | inhibition, % at 5 µM | 360,000 compounds, 0.81% hits | AID 651636; in the data active = inhibition above about 38%;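 also: enzyme fragment complementation signal reports receptor beta-arrestin coupling in cells; 0% = agonist plus DMSO wells and 100% = wells without agonist; some results beyond the cut were filed as inactive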
Target sequence (P32249 whole entry, looked up, the tested form may be a part): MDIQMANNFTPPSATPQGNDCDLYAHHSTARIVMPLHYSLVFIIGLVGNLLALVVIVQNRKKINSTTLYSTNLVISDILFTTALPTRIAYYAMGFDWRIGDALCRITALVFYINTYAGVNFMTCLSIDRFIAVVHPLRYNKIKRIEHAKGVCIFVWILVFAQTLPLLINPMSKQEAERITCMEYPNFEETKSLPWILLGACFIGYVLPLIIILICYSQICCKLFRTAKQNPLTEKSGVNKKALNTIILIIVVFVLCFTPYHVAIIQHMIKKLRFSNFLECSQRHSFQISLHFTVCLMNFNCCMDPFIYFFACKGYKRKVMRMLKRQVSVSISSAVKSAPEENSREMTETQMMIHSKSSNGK
CXCR6 block – blocks human CXCR6 beta-arrestin recruitment; 360,000 compounds, 0.36% hits; CHO-K1 PathHunter CXCR6 beta-arrestin, luminescence; O00574; inhibition, % at 20 µM; in the data active = inhibition above about 34%, passing the limit was not always enough;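 also: antagonist mode with CXCL16 agonist at 10 nM final; 0% = 10 nM CXCL16 with DMSO and 100% = unstimulated wells without agonist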
Target sequence (O00574 whole entry, looked up): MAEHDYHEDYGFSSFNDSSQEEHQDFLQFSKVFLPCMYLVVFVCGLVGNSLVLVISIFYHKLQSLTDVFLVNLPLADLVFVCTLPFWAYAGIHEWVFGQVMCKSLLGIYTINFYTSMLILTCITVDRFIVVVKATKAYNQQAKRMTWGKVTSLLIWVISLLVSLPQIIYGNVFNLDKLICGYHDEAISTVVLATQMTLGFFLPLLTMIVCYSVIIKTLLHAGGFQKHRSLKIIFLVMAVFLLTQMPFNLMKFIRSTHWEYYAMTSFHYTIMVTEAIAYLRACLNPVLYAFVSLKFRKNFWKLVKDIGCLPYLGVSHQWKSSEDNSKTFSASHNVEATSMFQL
tim23-1 inh – growth inhibitors of tim23-1 mutant yeast; S. cerevisiae tim23-1 growth, BacTiter-Glo luminescence, 24 h; inhibition, % at 20 µM; 330,000 compounds, 1.3% hits; AID 463212;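 active = growth inhibition of the mutant yeast at or above 50%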;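 also: temperature-sensitive mutant grown at 25 °C; plate controls were DMSO-treated mutant yeast for no effect and medium wells lacking yeast for full effect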
CCR6 antag – CCR6 (human) receptor antagonism | P51684 | inhibition, % at 20 µM | 340,000 compounds, 0.49% hits | CHO-K1 CCR6 PathHunter beta-arrestin, luminescence, CCL20-stimulated;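 active = compounds whose inhibition of the agonist-driven luminescence signal at 20 µM reaches about 50%, limit read from the data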;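 also: cells stimulated with CCL20 at 14 nM final; plate controls were DMSO with CCL20 for no effect and DMSO without agonist for full effect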
APJ agonist – agonists of human APJ apelin receptor | P35414 | CHO-K1 APJ PathHunter beta-arrestin, luminescence; 0% DMSO wells, 100% apelin | activation, % at 20 µM | 330,000 compounds, 0.11% hits | AID 2520;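 active = activation more than six SD over the plate average, tested at 20 µM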;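 also: 0% = DMSO alone and 100% = apelin-13 at 10 nM; some results filed as inactive read as strong as hits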
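Assay system: CHO-K1 cells stably expressing ProLink-tagged human APJ and arrestin–beta-gal acceptor. Compound dosing: 20 µM single point, 1% DMSO. Times: 16-18 h seeding, 90 min dark compound exposure, 60 min detection. Detection: beta-gal luminescence. Evaluation: APJ–arrestin association signal. Controls: negative DMSO alone, positive Apelin-13 at 10 nM.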
Mdm2 MdmX PPI – inhibitors of human Mdm2/MdmX interaction | O15151+Q00987 | SaOS-2 split-luciferase Mdm2/MdmX complementation, luminescence | inhibition, % at 8 µM | 330,000 compounds, 3% hits;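 active = inhibition of at least 50% at 8 µM in the primary screen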
APJ antag – antagonists of human APJ apelin receptor; P35414; CHO-K1 APJ beta-arrestin complementation, luminescence; 330,000 compounds, 0.32% hits; inhibition, % at 20 µM;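 active = inhibition above about 40% at 20 µM, limit read from the data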;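 also: cells challenged with 10 nM apelin-13 agonist together with compound; plate controls were apelin-13 plus DMSO wells for no effect and DMSO wells lacking apelin-13 for full effect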
CHOP UPR activ – activators of apoptotic arm of unfolded protein response (CHOP); CHO-CHOP luciferase reporter, UPR activation, luminescence; percent of tunicamycin response over DMSO baseline; activation, % at 10 µM; 330,000 compounds, 0.34% hits; AID 449763;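 active = at 10 µM dose, activation of 40% or more, normalized to positive control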;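 also: 100% = tunicamycin at 10 µg/mL and 0% = DMSO alone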
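Material: CHO-CHOP cells, stable luciferase reporter of PERK-eIF2a-CHOP signalling; quantity: 500 reporter cells seeded per well; buffer or medium: F12 medium containing 10% fetal bovine serum; compound: one dose, 10 µM in 0.5% DMSO; incubation: 6 h compound treatment, 37 °C; measured by: Steady-Glo luciferase luminescence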
XBP1 UPR activ – activators of adaptive arm of unfolded protein response (XBP1); CHO-XBP1 luciferase reporter, IRE1-XBP1 UPR activation, luminescence; percent of tunicamycin response, DMSO as zero; activation, % at 20 µM; 330,000 compounds, 0.33% hits;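 active = versus positive control, 20 µM dose yields 30% or more activation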;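 also: 100% = tunicamycin at 10 µg/mL and 0% = DMSO only wells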
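Material: CHO cell line with stable XBP1 luciferase reporter; schedule: 16-18 h cell attachment at 37 °C, then 6 h compound exposure; signal: glow luminescence from Steady-Glo reagent; medium: serum-containing F12 medium, 10% FBS; benchmarks: tunicamycin 10 µg/mL and vehicle-only wells; read-out: percent activation relative to tunicamycin reference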
* = called active by the depositor; x = not tested or not shown; & = joins results of further samples. A portion of the library (hit frequency here may not be typical).

item	Compound	EBI2 block	CXCR6 block	tim23-1 inh	CCR6 antag	APJ agonist	Mdm2 MdmX PPI	APJ antag	CHOP UPR activ	XBP1 UPR activ
1	O=C(c1ccc2nc[nH]c2c1)N1CCN(c2cccc(Cl)c2)CC1	-23	-6	28	6	-1	7	-5	-2.3	-2
2	CCOC(=O)c1csc(NC(=O)c2ccc(OC)c(OC)c2)n1	5	0	13	4	-3	7	17	0.4	3
3	Cc1nn(-c2ccccc2)c(N)c1C(O)(CC(=O)C(F)(F)F)C(F)(F)F (configuration not stated)	-1	-1	8	19	1	-22	0	0.8	1
4	COCCCN1C(=O)C(=O)/C(=C(/O)c2ccc(S(=O)(=O)N3CCOCC3)cc2)C1c1ccc(OC)cc1 (configuration not stated)	-4	-6	12	-7	2	-4	15	1.3	0
5	Cc1nn(-c2ccc(F)cc2)c(N)c1C1(O)C(=O)Nc2ccccc21 (configuration not stated)	-7	-7	-1	4	-4	23	-10	-0.3	-1
6	COc1ccc2c(c1)c(C(=O)CN1CCN(c3ccccc3)CC1)c(C)n2C	x	x	9	4	0	37	26	0.9	-1
7	NCCCC[C@@H]1NC(=O)c2cc([N+](=O)[O-])cc(I)c2SC[C@@H](C(N)=O)NC(=O)[C@H](CCC(N)=O)NC1=O	-4	-14	-7	-8	8	-29	-15	-1.6	-3
8	CCOC(=O)c1cc(C(=O)NC(C)c2ccccc2)c(C)[nH]c1=O (configuration not stated)	-9	4	3	0	-3	13	0	-1.7	-1
9	O=[N+]([O-])c1cccc(-c2ccc(/C=N/NC(=S)Nc3cccc(F)c3)o2)c1	10	10	47	24	-6	14	11	-0.5	-2
10	C=CCn1c(-c2cccc([N+](=O)[O-])c2)n[nH]c1=S	-3	-4	7	-3	-2	-14	7	-0.7	-1
11	O=C(NC1CCCCC1)c1cc2c(cc1Cl)N1CCCCCC1=NS2(=O)=O	3	-5	-5	5	1	7	5	1.1	0
12	Cc1ccccc1N1CCN(C2CCCN(C(=O)CCC3(C)CC3)C2)CC1 (configuration not stated)	6	-10	15	13	-4	17	-12	2.3	-5
13	CNC(=O)C(C)N1c2cccc3cccc(c23)S1(=O)=O (configuration not stated)	1	3	8	-5	-2	17	5	0.1	-2
14	N=C(N)SCc1nc2ccccc2c(=O)n1-c1ccccc1	-8&-1	3&-4	19	5&27	1	-17	11	4.9	-1
15	CCOc1ccc(/C=C/C(O)=C2/C(=O)N(C)C3(C)CC2c2ccccc2O3)cc1OC (configuration not stated)	14	8	34	10	-6	67*	0	0.1	-2
16	CCCn1c(SCC(=O)NC(=O)NC(C)(C)C)n[nH]c1=O	0	0	-5	7	-4	-1	23	0.5	-5
17	Cc1ccc2nc(SCC(=O)NCc3ccc4c(c3)OCO4)nc(=O)n2c1	-1	9	-3	-2	7	-19	8	-0.9	1
18	Cc1ccc(C(C)C)c(OCCCN(C)Cc2ccccc2)c1	9	-5	18	3	-4	12	10	1.0	-1
19	COc1ccc(CNC(=O)COc2ccc(OC)cc2)cc1	4	-4	8	3	-2	5	0	5.8	-8
20	CC(=O)c1ccc(OCC(=O)Nc2ccc3c(c2)CCC3)cc1	0	-5	-11	-12	-1	-24	-9	1.8	2
21	O=C(CCS(=O)(=O)c1cccc2nonc12)Nc1cccc2c1CCCC2	-9	-1	7	6	-5	9	7	0.9	0
22	CCN(CC(=O)N1CCC(C(N)=O)CC1)S(=O)(=O)c1ccc(Cl)cc1	1	0	-2	3	14	-10	1	0.0	-2
23	Cc1cc(=O)oc2ccc(OC(=O)CN3C(=O)c4cccc([N+](=O)[O-])c4C3=O)cc12	-20	-6	11	26	-2	-10	8	1.2	1
24	N#CCCN(Cc1cccs1)C(=O)c1ccc(Cl)cc1	-9	3	1	14	-4	12	7	0.5	-4
25	COc1ccc(C2CC(c3cccc(F)c3)=NN2c2ccc(S(N)(=O)=O)cc2)cc1 (configuration not stated)	-4	-9	30	19	x	81*	x	4.5	2
26	COc1ccc(Br)cc1CN(C)CC(=O)Nc1cc(Cl)cc(Cl)c1	12	5	16	24	-2	-3	-1	-1.8	-5
27	CCCCOc1ccc(C(=O)N/C(=C/C=C/c2ccccc2)C(=O)N2CCOCC2)cc1	2	11	26	4	-3	-6	-6	5.3	-1
28	Cc1cc2c(C)c(C)c(=O)[nH]c2cc1N	-9	6	9	-2	4	29	-15	-0.6	1
29	CN1C(=O)C(O)(C2COC(C)(C)CC2=O)c2ccccc21 (configuration not stated)	-13	-11	-6	6	1	14	-3	1.2	-1
30	O=C(COc1cccnc1[N+](=O)[O-])NC1CCS(=O)(=O)C1 (configuration not stated)	-16	-3	-3	-1	-1	15	-6	0.8	-2
31	CCOc1ccc(N2CC(C(=O)NCCN3C(=O)S/C(=C\c4ccc(OC)c(OC)c4)C3=O)CC2=O)cc1 (configuration not stated)	12	1	25	3	4	25	1	-1.0	0
32	CCn1c(Cc2ccc(OC)cc2)nnc1SCC(=O)NC1CC1	-6	1	1	2	-2	11	-31	-0.5	-4
33	Cc1ccc(OC(=O)c2ccncc2)c(C)c1	-11	4	20	8	-5	21	10	-0.4	-2
34	Cc1c(C)c2ccc(OCC(=O)Nc3cccnc3)c(C)c2oc1=O	-1	-9	2	4	0	-5	1	4.5	-2
35	CCCCN(CC)S(=O)(=O)N1CCC(C(=O)NCCCN2CCOCC2)CC1	1	2	3	-1	-2	13	-1	3.2	1
36	COc1ccc(-c2[nH]ncc2/C=N/NC(=O)c2ccc(Br)cc2)c(OC)c1	-1	7	14	-12	-2	3	-16	1.3	-3
37	COc1cc(/C=N/NC(=O)c2ccncc2)ccc1O	11&4	-4&-3	12	0&-2	-1	-8	1	-1.1	-8
38	COc1cc(OC)cc(C(=O)OC(C)C(=O)NC2CCCc3ccccc32)c1 (configuration not stated)	-10	0	17	16	-3	9	10	-1.3	-2
39	COCCCNC(=O)/C(C#N)=C/c1c(N2CCN(c3ccc(OC)cc3)CC2)nc2c(C)cccn2c1=O	14	-4	16	9	1	9	-16	4.6	-6
40	CCn1c(O)c(/C=C2\C=NN=C2c2ccc(C)cc2)sc1=S	-8	4	-8	7	0	82*	-35	24	4
41	O=C(NNC1=NCCC1)c1cccc(S(=O)(=O)N2CCOCC2)c1	-5	0	8	-9	-4	12	-3	-1.8	-3
42	O=C(O)/C=C/C(=O)Nc1ccc(Oc2ccccc2)cc1	-7	3	-5	2	-6	-13	-9	3.0	0
43	CCOc1ccccc1CNC(=O)c1nn(C)c2c1CS(=O)(=O)c1ccccc1-2	3	-2	12	24	-7	17	8	-0.4	-3
44	Oc1ccc(-c2csc(Nc3ccccn3)n2)cc1	7	-8	43	-23	2	-173	5	8.2	8
45	CCN1C(=O)c2ccc(C(=O)Nc3ccc4c(c3)OCO4)cc2C1=O	49*	1	-8	9	-4	-7	6	5.5	-3
46	CCC(=O)N1CCc2cc(S(=O)(=O)N3CCCC3)ccc21	-1	-6	-7	3	-1	9	-7	0.9	-2
47	O=C(Cc1c(F)cccc1Cl)Nc1cc(S(=O)(=O)N2CCCCC2)ccc1N1CCOCC1	20	1	29	12	1	-25	2	-0.7	1
48	CCN(CC(=O)Nc1cccc(S(N)(=O)=O)c1)Cc1nc2ccccc2c(=O)[nH]1	4	-5	3	3	-3	26	21	1.6	0
49	COc1ccc(CCNC(=O)Cn2c(-c3nonc3N)nc3ccccc32)cc1OC	7	-1	-1	2	-3	-18	-5	-0.5	-2
50	CC(C)N(CCCNC(=O)c1ccc(N2CCCC2=O)cc1)Cc1ccccc1	2	-7	-6	-2	-3	-6	7	-0.4	0

Full records, looked up by structure. Values in the order: EBI2 block	CXCR6 block	tim23-1 inh	CCR6 antag	APJ agonist	Mdm2 MdmX PPI	APJ antag	CHOP UPR activ	XBP1 UPR activ
Shown for Cc1c(C)c2ccc(OCC(=O)Nc3cccnc3)c(C)c2oc1=O → -1	-9	2	4	0	-5	1	4.5	-2
Shown for Cc1ccc(OC(=O)c2ccncc2)c(C)c1 → -11	4	20	8	-5	21	10	-0.4	-2
Shown for O=C(O)/C=C/C(=O)Nc1ccc(Oc2ccccc2)cc1 → -7	3	-5	2	-6	-13	-9	3.0	0
Shown for CCOc1ccc(N2CC(C(=O)NCCN3C(=O)S/C(=C\c4ccc(OC)c(OC)c4)C3=O)CC2=O)cc1 (configuration not stated) → 12	1	25	3	4	25	1	-1.0	0
Shown for CCOc1ccccc1CNC(=O)c1nn(C)c2c1CS(=O)(=O)c1ccccc1-2 → 3	-2	12	24	-7	17	8	-0.4	-3

Following part
item	Compound	EBI2 block	CXCR6 block	tim23-1 inh	CCR6 antag	APJ agonist	Mdm2 MdmX PPI	APJ antag	CHOP UPR activ	XBP1 UPR activ
51	O=C(CN1CCCCC1)NN(Cc1ccccc1)c1ccccc1	-2	-9	7	11	-5	14	16	-1.6	-2
52	COCCCn1c(=O)c2ccccc2n(Cc2cc(C(=O)OC)ccc2OC)c1=O	-2	-2	24	20	-2	2	-5	0.4	0
53	O=C(c1cc(COc2ccc(F)cc2Cl)on1)N1C[C@H]2CC[C@H]1C2	-4	3	34	20	3	-60	-17	8.5	-1
54	N#CC1(NC(=O)COC(=O)CCN=C2NS(=O)(=O)c3ccccc32)CCCCC1	-3	0	-8	-2	-4	-14	12	-1.6	-2
55	CN1CCN(CCCNC(=O)CCCOc2cc(=O)n(C)c3ccccc23)CC1	-7	-5	-2	1	-4	27	7	-1.3	0
56	CC(C)C(NC(=O)OCc1ccccc1)C(=O)O (configuration not stated)	-1	1	7	1	3	13	13	0.6	-1
57	CCC(=O)OCc1c(C(F)(F)F)nn(C)c1Sc1ccc(Cl)cc1	10	4	-4	26	-4	24	-23	-3.5	3
